miR122 inh – miR-122 Renilla sensor signal increase in Huh7, primary screen, miR-122 inhibitor project, cell-based, single point, plate reader | Huh7 miR-122 Renilla luciferase sensor, 48 h; neutral wells = 0, positive control = 100 | activation (reporter increase), % at 12.5 µM | 0.3% of 340,000 active;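 active = mean replicate activation score at least 90 and every replicate individually at or above 90; inconclusive = only one of the two criteria met; inactive = neither criterion met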;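 note: higher luciferase means less miR-122 activity so hits act as miR-122 inhibitors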
EWS-Fli block – EWS/Fli-driven NR0B1 reporter inhibitors, primary screen, A673 cells, NR0B1 luciferase, luminescence, MLPCN library; 0.67% of 350,000 active; viability-normalised; inhibition, % at 12.6 µM;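 active = mean inhibition of at least 50% after viability correction, with every replicate also passing that limit; inconclusive = mean reaches 50% but only one of two replicates passes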;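 note: firefly luciferase signal divided by Alamar Blue viability fluorescence both relative to DMSO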
FN deposition inh – inhibitors of fibronectin matrix deposition, primary screen, AH1F cells, Alexa488-fibronectin fluorescence, plate reader. AH1F fibroblasts, overnight. inhibition, % at 12.6 µM. 0.086% of 350,000 active. AID 743247, 2014;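 active = mean inhibition across replicates of 30% or more, regardless of how many single replicates reach that level; inconclusive = mean under 30% yet at least half of replicates reach 30%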;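 note: positive control wells lacked labelled fibronectin entirely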
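Material: AH1F fibroblasts assembling fluorescent fibronectin matrix; amount: 10000 AH1F cells/well; medium: DMEM, 2% serum; reagent: Alexa488-fibronectin, 24 nM final in well; dosing: single compound dose, delivered by pin transfer; incubation: 1 h adhesion, overnight exposure; detection: fluorescence after three HBSS washes, excitation 485 nm, emission 525 nm; measure: fibronectin deposition inhibition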
F508del corr – F508del CFTR correction, initial screen, CFBE line, single point; CFBE cells, YFP halide quenching; stimulated with forskolin plus potentiator P3; % fluorescence drop versus neutral controls; activity (quench increase), % at 7.58 µM; 0.36% of 350,000 active;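 active = mean added fluorescence quench of at least 8% versus neutral control, with both replicates also reaching 8%; inconclusive = only one of the mean or replicate conditions met; inactive = mean below 8% and not both replicates reaching 8%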;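 note: cells transiently co-express mutant CFTR-F508del with the halide-sensitive YFP; corrector assay measuring rescue of mutant channel to the surface after 24 h compound exposure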
PAX8 reporter – inhibitors of PAX8-driven TPO luciferase reporter, primary screen, RMG-I cells, single concentration; SteadyGlo, 24 h; inhibition, % at 12.6 µM; 1.2% of 360,000 active;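 active = mean replicate inhibition at least 60% with every replicate also reaching 60%; inconclusive = only one of the two criteria is met; inactive = mean below 60% and not all replicates reaching 60%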;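 note: luciferase light reporting Pax8 driven TPO promoter activity; plate controls were median of neutral control wells for no effect and mitoxantrone controls for full effect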
DENV2 CPE – inhibitors of DENV2 cytopathic effect, primary screen, cell-based, plate reader, single concentration | DENV2-infected cells, cytopathic effect rescue | CPE inhibition, % at 9.99 µM | 1.7% of 350,000 active | AID 651640, 2012; in the data active = CPE inhibition above about 20%, passing the limit was not always enough; inconclusive = no clear call, values can overlap the other calls; tested in BHK-21 cells;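 note: 0% = median of neutral control wells and 100% = median of positive control wells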
INS-1E GSIS act – GLuc luminescence reporter in INS-1E cells, primary screen for activators of glucose-dependent secretion of insulin; INS-1E GLuc reporter insulin secretion, 2-3 h; 0.61% of 370,000 active; activation, % at 16.6 µM; AID 743287, 2014;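 active = lowest replicate activation of at least 40%, so every replicate reaches that level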;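 note: 0% = median of neutral control wells and 100% = median of IBMX positive control wells; some compounds called inactive have numbers as strong as hits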
Starred values were filed as active, the others as inactive; ? = inconclusive; . = not tested or not shown; & = joins results of further samples; [ ] = dose if it differs, or a comment.

SMILES	miR122 inh	EWS-Fli block	FN deposition inh	F508del corr	PAX8 reporter	DENV2 CPE	INS-1E GSIS act
Cc1noc(C)c1S(=O)(=O)Nc1ccc2c(c1)C(=O)N([C@H](C)CO)C[C@@H](C)[C@H](CN(C)S(=O)(=O)c1ccc(Cl)cc1)O2	-4[16.7 µM]	2	.	-1.8	.	-10	-16
CC(C)(C)NC(=O)Cn1c(=O)oc2cc(S(=O)(=O)N3CCc4ccccc43)ccc21	-5	2	-2	2.1	15	-6	-15
CC(C)CC(=O)C(=O)O	3&-12	-13&-5	3&-1	-5.8&5.5	-2&-12	11&9	9
CC(OC(=O)c1ccc([N+](=O)[O-])o1)C(=O)NC1CCCCC1C (stereo not drawn)	-4	-5	4	-2.4	-5	-7	3
O=C(c1cccc(F)c1)N1CC[C@H]2[C@H](CO)Nc3ccc(-c4ccc(F)cc4)cc3[C@H]21	4[16.7 µM]	13	8	-0.3	-26	-1	9
COc1cc(-c2[nH]ncc2CN2CCN(c3cccc(C)n3)CC2)cc(OC)c1OC	8	10	-10	-4.6	16	-2	.
C[C@H](CO)N1C[C@H](C)[C@@H](CN(C)C(=O)Nc2cc(F)ccc2F)Oc2ncc(-c3cccc(F)c3)cc2C1=O	40	5&-8&-13	-1&-5	5.5&1.0&-1.0	9	?	-15
COc1ccc(/C=N/OCC(=O)Nn2c(C)nc3ccccc3c2=O)cc1	3	-2	-5	.	34	-17	.
Cc1cc(NC(=O)C2CCN(C(=O)c3ccco3)CC2)ccc1Br	.	-24	3	-2.4	.	-1	-15
COc1cccc(S(=O)(=O)N2C[C@H](O)COC[C@@H]3O[C@@H](CC(=O)N4CCCCC4)CC[C@H]32)c1	0[16.7 µM]	7	2	2.2	8	2	8
CCC1CCCCN1Cc1nc2c(c(=O)n(C)c(=O)n2C)n1Cc1ccccc1 (stereo not drawn)	.	2	3	-2.2	-14	-1	-1
CC(C)Cc1cc(C(=O)Nc2ccccc2)c2ccccc2n1	10	12	-2	.	12	?	.
c1ccc(Sc2ncnc3ccccc23)cc1	-9	13	6	3.5	23	?	8
CCCNC(=O)Nc1ccc2c(c1)C(=O)N(C)[C@H]1CC[C@H](CC(=O)NCc3ccccc3)O[C@H]1CO2	32[16.7 µM]	10	-6	1.1	1	.	4
Cc1ccc(/C=C2/SC(=S)N(c3ccc(S(=O)(=O)Nc4nccs4)cc3)C2=O)cc1	3	2	2	.	22	0	-18
C[C@@H]1CN([C@H](C)CO)C(=O)c2cc(NC(=O)Nc3ccc(C(F)(F)F)cc3)ccc2O[C@H]1CN(C)C(=O)Nc1ccc2c(c1)OCO2	3[16.7 µM]	-12	.	1.7	.	12	-4
CCC(C)(C)NC(=O)C(c1cccc(OC)c1OC)N(C(=O)CCC(=O)Nc1cc(C)on1)c1ccc2c(c1)OCCO2 (stereo not drawn)	.	-2	-3	-0.9	-15	-2	0
COCC(=O)Nc1nc2ccc(C)cc2s1	.	.	1	.	-115	.	13
C[C@@H]1CCCCO[C@H](CN(C)C(=O)NC2CCCCC2)[C@H](C)CN([C@@H](C)CO)C(=O)c2cc(NS(C)(=O)=O)ccc2O1	5[16.7 µM]	-2	4	0.7	5	0	3
CCn1c(SCC(=O)Nc2nnc(C)s2)nnc1C(C)NC(=O)c1ccccc1 (stereo not drawn)	.	5	6	-4.8	-4	0	5
Cc1cccc(-n2c(SCC(N)=O)nnc2-c2ccco2)c1	-6	9	-10	-4.9	-5	4	-13
CC(NC(=O)Cn1cnc([N+](=O)[O-])n1)c1ccccc1 (stereo not drawn)	-1	.	6	.	-6	.	.
O=C(c1ccncc1)N1CCN(S(=O)(=O)c2cccc(F)c2)CC1	-3	9	-3	-2.0	16	12	4
CO[C@H]1CN(C)C(=O)c2ccc(NC(=O)Nc3cccc(Cl)c3)cc2OC[C@@H](C)N(C(=O)Nc2c(C)noc2C)C[C@@H]1C	3[16.7 µM]	-18	-2	2.5	29	2	-12
Cc1ccc(F)cc1NC(=O)CCOc1ccccc1	1	3	-1	-0.9	3	-1	10
Cc1cc(Cl)ccc1C(=O)C1CCCN(C(=O)c2snnc2C)C1 (stereo not drawn)	.	-3	-4	2.2	2	1	-1
CC1SC(C)C(=O)N(CC(=O)NCc2ccc(F)cc2)C1=O (stereo not drawn)	-13	21	6	-0.5	-13	4	-15
Cc1cc(C)n(-c2nc3ccccc3c(=O)n2OCc2ccc(Cl)cc2)n1	34	.	2	.	0	.	.
CCCNC(=O)Nc1ccc2c(c1)C(=O)N(C)[C@H]1CC[C@@H](CC(=O)NC)O[C@@H]1CO2	-10[16.7 µM]	-8	-15	2.5	-16	0	-1
Cc1cccc(NC(NC(=O)c2ccccn2)C(Cl)(Cl)Cl)c1 (stereo not drawn)	4	5	1	-2.5	25	-6	-10
O=C(COC(=O)c1c2c(nc3ccccc13)CCCCC2)NCc1ccc2c(c1)OCO2	.	.	11	.	13	.	-33
Cc1ccc(S(=O)(=O)Nc2ccc3c(c2)C(=O)N([C@@H](C)CO)C[C@@H](C)[C@@H](CN(C)C(=O)Nc2ccccc2)OCCCC[C@H](C)O3)cc1	4[16.7 µM]	-6	.	1.4	-15	2	-5
CN1C(=O)c2cc(NC(=O)C3CCC3)ccc2OC[C@H]2O[C@@H](CC(=O)NCCc3ccncc3)CC[C@@H]21	.	-10	-2	-1.2	-18	7	3
O=C(NC(=O)c1c(F)cccc1F)O/N=C1\CCCc2occc21	.	-12	1	-2.6	-8	-2	-7
Cc1nn(CC(=O)Nc2ccc(Cl)cc2Cl)c(=O)c2ccccc12	.	-3	2	-2.8	24	-1	-4
Cc1ccc(C(O)c2ncc(-c3ccccc3F)[nH]2)cc1F (stereo not drawn)	.	-46	-5	-4.7	-69	-13	-14
O=C(C[C@H]1CC[C@H]2[C@@H](COC[C@H](O)CN2CC2CCCC2)O1)NCc1ccc(Cl)cc1	.	7	-7	-1.5	.	10	-4
O=C(O)/C(=C/c1ccco1)NC(=O)c1ccccc1	-2	-18	3	.	-23	3	.
Cc1cc(C)cc(N)c1	-7	-8	.	2.7	.	-7	-5
COc1cc(C=Nc2cccc(C)c2)c(O)c([N+](=O)[O-])c1	8	-11	-8	2.1	-9	-2	-36
OC(COc1ccccc1)CN1CCOCC1 (stereo not drawn)	-5	.	.	.	.	-11	-6
CC(=O)Nc1ccc(S(=O)(=O)NCCc2ccc(S(N)(=O)=O)cc2)cc1	226*	.	.	.	5	.	19
COCC#Cc1cnc2c(c1)C(=O)N([C@@H](C)CO)C[C@@H](C)[C@@H](CN(C)S(=O)(=O)c1cn(C)cn1)O2	2[16.7 µM]	-7	-3	3.3	.	9	9
C[C@@H]1CN([C@@H](C)CO)C(=O)c2cc(C#C[C@@H](C)O)cnc2O[C@@H]1CN(C)C(=O)Nc1ccc(C(F)(F)F)cc1	.	-2	1	1.3	-1	-2	13
CCCNC(=O)C[C@H]1C[C@@H]2c3cc(NC(=O)c4ccc5c(c4)OCO5)ccc3O[C@@H]2[C@H](CO)O1	-2[16.7 µM]	-8	12	-0.5	-7	-5	-6
CCc1ccc2c(c1)c1nnc(NN)nc1n2CC	-3	1	6	2.4	46	0	15
C[C@@H]1CN([C@@H](C)CO)C(=O)c2cccc(NC(=O)C3CCCCC3)c2O[C@H]1CN(C)C(=O)Nc1ccc2c(c1)OCO2	2[16.7 µM]	-6	.	-1.9	-5	1	11
Cc1cnc(C(=O)Nc2ccccc2C(=O)N2CCOCC2)cn1	-19	.	-6	.	16	.	.
COc1ccc(-c2ccc([C@H]3[C@H]4CN(C(=O)c5ccc6c(c5)OCO6)CCCCN4[C@H]3CO)cc2)cc1	-3[16.7 µM]	15	.	-2.8	15	-8	-34
O=C(O)CSc1c[nH]c2ccccc12	9	.	1	.	21	.	.
Cc1cc(C)c2c(=O)n(CC(=O)Nc3cccc(Cl)c3C)sc2n1	0	9	1	-6.6	3	?	6
CC(C)c1cccc(O)c(=O)c1	-4	6	.	2.6	.	-1	0
O=C(N[C@@H]1C=C[C@@H](CC(=O)N2CCOCC2)O[C@@H]1CO)c1ccccn1	.	3	4	-0.4	-8	-13	4
COC(=O)C1(C)NC(c2ccccc2F)C2C(=O)N(c3ccccc3)C(=O)C21 (stereo not drawn)	.	8	14	-0.9	33	-4	-1
COc1cccc(C2N(c3cccc(Cl)c3)C(=O)C3CCCN32)c1OC (stereo not drawn)	-2	-2	4	-1.8	-10	12	14
COc1cccc(N2CC(C(=O)Nc3nnc(SCC(=O)NCC4CCCO4)s3)CC2=O)c1 (stereo not drawn)	.	3	6	-2.3	-4	-6	11
CCOC(=O)c1sc(N2C(=O)C(O)=C(C(=O)c3ccco3)C2c2cccc(Cl)c2)nc1C (stereo not drawn)	-6	.	0	-2.0	-13	3	32
CNC[C@@H]1Oc2ccc(NS(=O)(=O)c3ccc(Cl)cc3)cc2CC(=O)N([C@H](C)CO)C[C@@H]1C	4[16.7 µM]	2	-3	-0.4	4	-4	10
CC(=O)Nc1cc(-c2ccc(C(=O)N3CCOCC3)cc2)cn2c(-c3cccc(C(C)=O)c3)cnc12	-3	7	.	4.4	9	1	0
O=c1[nH][nH]c2ccccc2c1=O	7	14	-1	-1.7	16	-3	16

2 of these compounds in a different format.
Screens in order: miR122 inh	EWS-Fli block	FN deposition inh	F508del corr	PAX8 reporter	DENV2 CPE	INS-1E GSIS act
Cc1cccc(-n2c(SCC(N)=O)nnc2-c2ccco2)c1
    -6	9	-10	-4.9	-5	4	-13
O=c1[nH][nH]c2ccccc2c1=O
    7	14	-1	-1.7	16	-3	16

Following part.
SMILES	miR122 inh	EWS-Fli block	FN deposition inh	F508del corr	PAX8 reporter	DENV2 CPE	INS-1E GSIS act
CCOC(=O)CNC(=O)CSc1nc(-c2ccccc2)ns1	.	-9	2	-0.8	14	9	-11
CCc1ccc(C(=O)COC(=O)c2cccnc2Cl)cc1	-3	-4	-2	-0.9	-31	-3	-3
O=C(CN1CCOCC1)N[C@H]1CC[C@@H](CCn2cc(C3CCCCC3)nn2)O[C@H]1CO	.	.	-26	-2.7	.	6	14
Cc1ccc(-n2c(C)nc3oc4ccccc4c(=O)c3c2=O)cc1	11	.	-9	.	-43	.	.
Cc1c(C)n(CCN(C)C)c2ccc(C(=O)OCCN(C)C)cc12	-5	0	16	-0.4	-6	20	6
CCOC(=O)c1c(C)[nH]c(NC(=O)Nc2ccc(NC(C)=O)cc2)c1C	1	18	-3	-3.7	7	-6	37
CN(C)C(=O)c1ccc(-c2ccc([C@H]3[C@H](CO)N4C(=O)CN(C(=O)C5CC5)C[C@@H]34)cc2)cc1	.	-3	.	4.9	4	0	10
CCS(=O)(=O)NCC[C@@H]1CC[C@@H](NC(=O)C2CCC2)[C@@H](CO)O1	.	5	-9	1.4	-5	6	12
C=CCOc1ccc(/C=C/C(=O)OCC(=O)NC2CCCCCCC2)cc1	-2	-3	0	3.1	-11	-4	6
CNC[C@H]1OCCCC[C@@H](C)Oc2ccc(NC(=O)Nc3ccc4c(c3)OCO4)cc2C(=O)N([C@@H](C)CO)C[C@@H]1C	-5[16.7 µM]	3	.	0.9	11	-6	-2
CCC(C)C(=O)Nc1nc(C)c(-c2csc(Nc3ccc(Cl)cc3)n2)s1 (stereo not drawn)	1	-5	-2	4.0	24	-8	2
CN1C(=O)c2cc(NC(=O)c3cnccn3)ccc2OC[C@@H]2O[C@@H](CC(=O)NCC3CC3)CC[C@H]21	.	-8	9	-3.5	-28	-4	8
Cc1ccc(S(=O)(=O)N2c3ccccc3CC2C)cc1 (stereo not drawn)	6	27	-2	-1.4	33	6	-8

Bioassay records: PubChem BioAssay, Broad Institute
